From PubChem
tim23-1 inh – inhibits growth of tim23-1 mutant yeast; 330,000 tested, 1.3% active; inhibition, % at 20 µM; AID 463212; S. cerevisiae tim23-1 growth, BacTiter-Glo luminescence, 24 h;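 active = growth inhibition of the mutant yeast at or above 50%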;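 note: temperature-sensitive mutant grown at 25 °C; plate controls were DMSO-treated mutant yeast for no effect and medium wells lacking yeast for full effect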
XBP1 UPR activ – activators of adaptive arm of unfolded protein response (XBP1) | activation, % at 20 µM | 330,000 tested, 0.33% active | CHO-XBP1 luciferase reporter, IRE1-XBP1 UPR activation, luminescence; percent of tunicamycin response, DMSO as zero;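 active = versus positive control, 20 µM dose yields 30% or more activation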;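 note: 100% = tunicamycin at 10 µg/mL and 0% = DMSO only wells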
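Material: CHO cell line with stable XBP1 luciferase reporter; buffer or medium: F12 medium containing 10% fetal bovine serum; compound: single point, 20 µM final compound, 1% DMSO; incubation: 6 h treatment, 37 °C; measured by: glow luminescence from Steady-Glo reagent; evaluation: activation, % of tunicamycin; control set: tunicamycin high, DMSO low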
TIM10 inh – inhibits growth of TIM10 yeast strain | S. cerevisiae TIM10 strain growth, BacTiter-Glo luminescence, 24 h | inhibition, % at 10 µM | 330,000 tested, 1.4% active | AID 463195;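 active = inhibition of 40% or more at the single tested concentration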;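 note: wild-type TIM10 isogenic control strain grown at permissive 25 °C; 0% = DMSO yeast wells and 100% = minimal medium wells without yeast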
tim10-1 inh – growth inhibitors of tim10-1 mutant yeast; inhibition, % at 20 µM; 330,000 tested, 2.2% active; S. cerevisiae tim10-1 ts strain growth, BacTiter-Glo, 24 h;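 active = inhibition of at least 40%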;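 note: mutant grown at 25 °C; 0% = DMSO wells with yeast and 100% = wells holding no yeast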
Jurkat NFkB inh – inhibitors of the PMA/ionomycin-induced NF-kB reporter in Jurkat cells; PMA/ionomycin-induced NF-kB luciferase reporter, luminescence; inhibition, % at 4 µM; 330,000 tested, 0.53% active; AID 435003; in the data active = inhibition above about 50%
CHOP UPR activ – activators of apoptotic arm of unfolded protein response (CHOP); activation, % at 10 µM; 330,000 tested, 0.34% active; AID 449763; CHO-CHOP luciferase reporter, UPR activation, luminescence; percent of tunicamycin response over DMSO baseline;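 active = at 10 µM dose, activation of 40% or more, normalized to positive control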;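 note: 100% = tunicamycin at 10 µg/mL and 0% = DMSO alone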
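Test system: CHO-CHOP cells, stable luciferase reporter of PERK-eIF2a-CHOP signalling | Quantity: 500 CHO-CHOP cells per well | Buffer or medium: F12 plus 10% serum | Compound dosing: 10 µM single point, 0.5% DMSO | Schedule: 6 h compound treatment, 37 °C | Signal: Luciferase luminescence | Control set: Tunicamycin high control, DMSO low control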
697 NFkB inh – inhibitors of the PMA/ionomycin-induced NF-kB reporter in 697 B cells; 330,000 tested, 0.33% active; AID 435022; 697 B-cell NF-kB luciferase reporter, 16 h; inhibition, % at 4 µM; in the data active = inhibition above about 35%
Mdm2-MdmX inh – inhibitors of human Mdm2/MdmX interaction; O15151+Q00987; SaOS-2 split-luciferase Mdm2/MdmX complementation, luminescence; inhibition, % at 8 µM; 330,000 tested, 3% active;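 active = inhibition of at least 50% at 8 µM in the primary screen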
Target sequence (O15151 whole entry, looked up): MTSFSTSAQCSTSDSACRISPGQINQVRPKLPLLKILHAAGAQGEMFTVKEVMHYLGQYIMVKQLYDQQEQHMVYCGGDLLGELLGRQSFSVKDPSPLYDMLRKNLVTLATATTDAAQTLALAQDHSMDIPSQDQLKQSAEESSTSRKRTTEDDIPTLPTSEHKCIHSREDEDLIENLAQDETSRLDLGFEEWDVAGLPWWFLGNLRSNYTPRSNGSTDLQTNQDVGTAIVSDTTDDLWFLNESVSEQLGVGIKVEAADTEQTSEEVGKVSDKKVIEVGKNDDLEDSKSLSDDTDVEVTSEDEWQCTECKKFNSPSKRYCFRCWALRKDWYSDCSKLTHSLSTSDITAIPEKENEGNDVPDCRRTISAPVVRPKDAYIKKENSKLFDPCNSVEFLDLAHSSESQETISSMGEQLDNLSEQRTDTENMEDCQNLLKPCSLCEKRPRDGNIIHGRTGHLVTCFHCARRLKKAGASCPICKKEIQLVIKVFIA
Target sequence (Q00987 whole entry, looked up): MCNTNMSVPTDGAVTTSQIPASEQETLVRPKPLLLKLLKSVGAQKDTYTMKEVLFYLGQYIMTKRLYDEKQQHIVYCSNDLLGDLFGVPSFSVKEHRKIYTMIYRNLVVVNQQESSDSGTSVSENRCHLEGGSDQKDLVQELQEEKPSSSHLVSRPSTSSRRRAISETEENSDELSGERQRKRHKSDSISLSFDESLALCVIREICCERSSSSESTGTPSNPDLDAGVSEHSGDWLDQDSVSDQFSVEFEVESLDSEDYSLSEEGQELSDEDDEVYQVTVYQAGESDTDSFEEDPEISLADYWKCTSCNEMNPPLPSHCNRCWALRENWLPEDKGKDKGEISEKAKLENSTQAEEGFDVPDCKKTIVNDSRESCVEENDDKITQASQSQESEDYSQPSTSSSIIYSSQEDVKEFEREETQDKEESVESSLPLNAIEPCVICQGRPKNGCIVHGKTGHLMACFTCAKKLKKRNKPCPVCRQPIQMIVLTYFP
An asterisk follows results filed as active. An unsorted share of the library (roughly 6.6% active in at least one column).

Start of the listing, in advance:
`C[C@H](Cc1ccccc1)Nc1ncnc2c1ncn2[C@@H]1O[C@H](CO)[C@@H](O)[C@H]1O` gave tim23-1 inh -3.3, XBP1 UPR activ -7.3, TIM10 inh 0.6, tim10-1 inh 5.6, Jurkat NFkB inh -8.5, CHOP UPR activ -0.4, 697 NFkB inh -0.7 and Mdm2-MdmX inh 20.5.
`Cc1cccc(NC(=O)CSc2nnc(-c3cc(C)[nH]n3)n2N)c1` gave tim23-1 inh 9.6, XBP1 UPR activ -3.2, TIM10 inh -0.2, tim10-1 inh 21.7, Jurkat NFkB inh 8.6, CHOP UPR activ 1.5, 697 NFkB inh 1.5 and Mdm2-MdmX inh 9.3.

The whole of this part, from the start:
`C[C@H](Cc1ccccc1)Nc1ncnc2c1ncn2[C@@H]1O[C@H](CO)[C@@H](O)[C@H]1O` gave tim23-1 inh -3.3, XBP1 UPR activ -7.3, TIM10 inh 0.6, tim10-1 inh 5.6, Jurkat NFkB inh -8.5, CHOP UPR activ -0.4, 697 NFkB inh -0.7 and Mdm2-MdmX inh 20.5.
`Cc1cccc(NC(=O)CSc2nnc(-c3cc(C)[nH]n3)n2N)c1` gave tim23-1 inh 9.6, XBP1 UPR activ -3.2, TIM10 inh -0.2, tim10-1 inh 21.7, Jurkat NFkB inh 8.6, CHOP UPR activ 1.5, 697 NFkB inh 1.5 and Mdm2-MdmX inh 9.3.
O=C(CSc1nc2ccccc2c(=O)n1CCCN1CCOCC1)Nc1ccc(Br)cc1 was read as tim23-1 inh 25.0, XBP1 UPR activ -5.1, TIM10 inh 11.6, tim10-1 inh 3.5, Jurkat NFkB inh -4.3, CHOP UPR activ 0.8, 697 NFkB inh -0.9 and Mdm2-MdmX inh 33.5.
`CSc1ccc(C(=O)C2CCCN(C(=O)c3cc4cc(F)ccc4[nH]3)C2)cc1` (stereo not drawn) gave tim23-1 inh 11.5, XBP1 UPR activ -2.7, TIM10 inh 18.5, tim10-1 inh 25.2, Jurkat NFkB inh -11.0, CHOP UPR activ 0.7, 697 NFkB inh -2.7 and Mdm2-MdmX inh 2.5.
For COc1ccc(C2/C=C\CN(C(=O)Nc3ccccc3-c3ccccc3)CC(=O)N2Cc2ccc(F)cc2)cc1 (stereo not drawn) the results were tim23-1 inh 19.0, XBP1 UPR activ -2.5, TIM10 inh 21.2, tim10-1 inh 21.2, Jurkat NFkB inh 26.3, CHOP UPR activ 1.2, 697 NFkB inh 3.6 and Mdm2-MdmX inh 22.3.
c1ccc(-c2ccc(C3=Nn4c(Cn5nnc6ccccc65)nnc4SC3)cc2)cc1 was read as tim23-1 inh 26.4, XBP1 UPR activ 3.9, TIM10 inh 33.2, tim10-1 inh 30.0, Jurkat NFkB inh 6.8, CHOP UPR activ -1.0, 697 NFkB inh -35.4 and Mdm2-MdmX inh 21.7.
Screening O=C(/C=C/c1ccc(F)cc1)NC(=S)N1CCN(c2ccccn2)CC1 returned tim23-1 inh 6.5, XBP1 UPR activ 2.8, TIM10 inh 0.4, tim10-1 inh 14.7, Jurkat NFkB inh -35.1, CHOP UPR activ 4.5, 697 NFkB inh -22.2 and Mdm2-MdmX inh -19.7.
For Cc1cc(N2CCOCC2)n2nc(C)c(-c3ccccc3)c2n1 the results were tim23-1 inh 38.2, XBP1 UPR activ 1.8, TIM10 inh 6.5, tim10-1 inh 29.1, Jurkat NFkB inh -23.3, CHOP UPR activ 1.0, 697 NFkB inh -1.0 and Mdm2-MdmX inh 1.8.
`O=C(Cn1c(=O)oc2ccccc21)N1CCOCC1` gave tim23-1 inh 5.1, XBP1 UPR activ -0.9, TIM10 inh 0.3, tim10-1 inh -1.0, Jurkat NFkB inh -9.3, CHOP UPR activ 1.2, 697 NFkB inh -5.5 and Mdm2-MdmX inh 16.2.
For COc1ccc(NS(=O)(=O)c2cccc(C(=O)NCCc3ccc(S(N)(=O)=O)cc3)c2)cc1 the results were tim23-1 inh -3.0, XBP1 UPR activ -0.5, TIM10 inh 6.0, tim10-1 inh 0.6, Jurkat NFkB inh -10.4, CHOP UPR activ 1.5, 697 NFkB inh 13.0 and Mdm2-MdmX inh 10.3.
Screening COC(=O)CC1SC(=O)NC1=O (stereo not drawn) returned tim23-1 inh 3.9, XBP1 UPR activ 0.9, TIM10 inh -9.4, tim10-1 inh 18.1, Jurkat NFkB inh -15.6, CHOP UPR activ 7.1, 697 NFkB inh -20.5 and Mdm2-MdmX inh -25.8.
`Cc1ccnc(NCc2ccccc2O)c1` gave tim23-1 inh -10.7, XBP1 UPR activ -2.9, TIM10 inh -10.2, tim10-1 inh -29.8, Jurkat NFkB inh 13.9, CHOP UPR activ 2.2, 697 NFkB inh 6.6 and Mdm2-MdmX inh 2.9.
`O=C(CN1CCN(C(=O)c2ccc(-c3nc4ccccc4s3)o2)CC1)Nc1ccc(F)cc1` gave tim23-1 inh 40.2, XBP1 UPR activ 4.7, TIM10 inh 14.7, tim10-1 inh -12.1, Jurkat NFkB inh -11.1, CHOP UPR activ 3.0, 697 NFkB inh -3.3 and Mdm2-MdmX inh -22.0.
Screening CCCCn1c(O)c(C(CC)=Nc2ccc3c(c2)CCC3)c(=O)[nH]c1=O returned tim23-1 inh 3.9, XBP1 UPR activ 2.2, TIM10 inh 31.2, tim10-1 inh 12.0, Jurkat NFkB inh 6.2, CHOP UPR activ -1.2, 697 NFkB inh 6.6 and Mdm2-MdmX inh -5.0.
`COc1ccc(C(=O)C2CCCN(C(=O)c3ccc(CSC)o3)C2)cc1F` (stereo not drawn) gave tim23-1 inh 24.2, XBP1 UPR activ -0.4, TIM10 inh 8.8, tim10-1 inh 13.9, Jurkat NFkB inh 6.2, CHOP UPR activ 5.0, 697 NFkB inh 14.7 and Mdm2-MdmX inh 12.6.
O=C(O)c1cccc(NC(=S)NCc2ccccc2)c1 was read as tim23-1 inh 1.7, XBP1 UPR activ 1.9, TIM10 inh -6.7, tim10-1 inh 3.9, Jurkat NFkB inh 12.1, CHOP UPR activ -1.3, 697 NFkB inh 2.8 and Mdm2-MdmX inh 23.2.
COc1ccc(-n2nc(C(=O)Nc3ccc(OC)c(OC)c3)c3c4ccccc4n(C)c3c2=O)cc1 was read as tim23-1 inh 5.1, XBP1 UPR activ 1.3, TIM10 inh 17.4, tim10-1 inh 41.1*, Jurkat NFkB inh -20.4, CHOP UPR activ 2.1, 697 NFkB inh 15.7 and Mdm2-MdmX inh 75.6*.
For O=C(Nc1ccccc1)c1cccc(N2C(=O)C3C4CC(C(Br)C4Br)C3C2=O)c1 (stereo not drawn) the results were tim23-1 inh 8.0, XBP1 UPR activ -2.3, TIM10 inh 8.0, tim10-1 inh 10.0, Jurkat NFkB inh -0.2, CHOP UPR activ 2.6, 697 NFkB inh 2.7 and Mdm2-MdmX inh 14.3.
For FC(F)(F)c1nnc2sc(-c3ccncc3)nn12 the results were tim23-1 inh 0.6, XBP1 UPR activ 0.8, TIM10 inh 8.5, tim10-1 inh 7.1, Jurkat NFkB inh 5.7, CHOP UPR activ -2.4, 697 NFkB inh -11.4 and Mdm2-MdmX inh -17.6.
For CCOC(=O)N1CCc2c(sc3nc[nH]c(=O)c23)C1 the results were tim23-1 inh 17.7, XBP1 UPR activ 2.4, TIM10 inh -13.3, tim10-1 inh -11.6, Jurkat NFkB inh 0.3, CHOP UPR activ 1.2, 697 NFkB inh 1.6 and Mdm2-MdmX inh 3.2.
Screening Cc1cc(C)c2cccc(N)c2n1 returned tim23-1 inh 10.4, XBP1 UPR activ 10.7, TIM10 inh 15.1, tim10-1 inh 17.9, Jurkat NFkB inh 2.7, CHOP UPR activ -0.9, 697 NFkB inh -44.4 and Mdm2-MdmX inh -12.7.
Cc1cc(C[n+]2cc(Br)ccc2N)c2ncccc2c1 was read as tim23-1 inh 11.1, XBP1 UPR activ -2.8, TIM10 inh -0.6, tim10-1 inh -14.4, Jurkat NFkB inh 36.9, CHOP UPR activ -0.3, 697 NFkB inh 15.2 and Mdm2-MdmX inh 14.9.
Screening COc1ccc(-c2nc(CS(=O)(=O)CC(=O)NC3CCC(C)CC3)c(C)o2)cc1 (stereo not drawn) returned tim23-1 inh 11.0, XBP1 UPR activ -4.3, TIM10 inh 4.4, tim10-1 inh 17.5, Jurkat NFkB inh -8.8, CHOP UPR activ -1.2, 697 NFkB inh -54.1 and Mdm2-MdmX inh 3.3.
For O=C(Cn1cc(C(F)(F)F)ccc1=O)N1CCc2ccccc21 the results were tim23-1 inh 5.7, XBP1 UPR activ -1.2, TIM10 inh 1.0, tim10-1 inh -1.5, Jurkat NFkB inh -4.8, CHOP UPR activ -0.9, 697 NFkB inh 21.2 and Mdm2-MdmX inh 6.5.
For CSc1nc2nc3c(c(=O)n2[nH]1)CCC3 the results were tim23-1 inh 11.1, XBP1 UPR activ 2.1, TIM10 inh -3.7, tim10-1 inh 6.1, Jurkat NFkB inh -17.9, CHOP UPR activ -1.8, 697 NFkB inh -28.2 and Mdm2-MdmX inh -0.4.
Screening CCNC(=S)N1CCCC(c2nc3ccc(C)cc3[nH]2)C1 (stereo not drawn) returned tim23-1 inh 7.4, XBP1 UPR activ 1.2, TIM10 inh 6.9, tim10-1 inh -1.8, Jurkat NFkB inh 4.1, CHOP UPR activ 0.2, 697 NFkB inh 16.8 and Mdm2-MdmX inh -3.5.
CS(=O)(=O)N(CC(=O)N1CCN(c2cccc(Cl)c2)CC1)c1cccc(F)c1 was read as tim23-1 inh 24.7, XBP1 UPR activ -3.8, TIM10 inh 0.5, tim10-1 inh 30.7, Jurkat NFkB inh -10.4, CHOP UPR activ 0.2, 697 NFkB inh -9.5 and Mdm2-MdmX inh -29.0.
For O=C(c1cc2nc(-c3ccco3)cc(C(F)(F)F)n2n1)N1CCN(c2ccccc2)CC1 the results were tim23-1 inh 17.6, XBP1 UPR activ -2.8, TIM10 inh 6.6, tim10-1 inh 16.1, Jurkat NFkB inh 12.4, CHOP UPR activ -1.7, 697 NFkB inh 1.8 and Mdm2-MdmX inh 27.1.
Screening CC(C)=C1C2CCC1C(C(=O)NCc1ccccc1)C2C(=O)O (stereo not drawn) returned tim23-1 inh 17.9, XBP1 UPR activ 0.1, TIM10 inh -5.8, tim10-1 inh 28.2, Jurkat NFkB inh 4.4, CHOP UPR activ 1.3, 697 NFkB inh -4.9 and Mdm2-MdmX inh 15.2.
For CCNC(=S)N(Cc1ccc(OC)cc1)C1CC(=O)N(c2ccc(OCC)cc2)C1=O (stereo not drawn) the results were tim23-1 inh 18.1, XBP1 UPR activ -2.7, TIM10 inh 9.5, tim10-1 inh 18.4, Jurkat NFkB inh -18.7, CHOP UPR activ -1.8, 697 NFkB inh 3.9 and Mdm2-MdmX inh 10.3.
`Cc1ccnc(N2C(=O)c3ccccc3C2Nc2ccccc2Cl)c1` (stereo not drawn) gave tim23-1 inh 25.0, XBP1 UPR activ -3.1, TIM10 inh 13.1, tim10-1 inh 26.1, Jurkat NFkB inh -20.7, CHOP UPR activ 0.8, 697 NFkB inh 6.2 and Mdm2-MdmX inh 34.1.
Screening O=C(CCc1nc(-c2ccccc2F)no1)NCc1ccco1 returned tim23-1 inh 9.2, XBP1 UPR activ 2.6, TIM10 inh 19.1, tim10-1 inh 20.1, Jurkat NFkB inh -3.1, CHOP UPR activ 0.6, 697 NFkB inh 6.0 and Mdm2-MdmX inh 16.4.
N/C(Cn1cncn1)=N\OC(=O)c1ccc(Cl)cc1 was read as tim23-1 inh 17.6, XBP1 UPR activ 5.0, TIM10 inh 3.3, tim10-1 inh 19.6, Jurkat NFkB inh -2.5, CHOP UPR activ -1.5, 697 NFkB inh 3.6 and Mdm2-MdmX inh 51.0*.
